# Cardiac RTF inh: cardiac RTF calcium sensitivity inhibitors, primary screen, biochemical, IANBD-TnC fluorescence, EC70 calcium. Troponin I, cardiac muscle (Homo sapiens) + Troponin T, cardiac muscle (Homo sapiens) + …. IANBD-labeled cardiac RTF, Ca2+ fluorescence. inhibition, % at 7.15 µM. hit rate 0.12% among 340,000;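 active means inhibition above the mean inhibition of all tested compounds plus 3 SD, cut at about 17% in these data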;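 further: assay run at fixed EC70 calcium of 1.6 mM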
# LANA DNA inh: inhibitors of KSHV C-LANA binding to DNA, primary screen, biochemical, fluorescence polarization, FAM-LBS DNA, MBP-C-LANA, single point | Kaposi's sarcoma herpesvirus LANA C-terminal domain (residues 932-1162) DNA binding | AID 504423, 2011 | hit rate 0.078% among 340,000 | inhibition, % at 9 µM;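 active means highest replicate inhibition at or above 60% at 9 µM, even if other replicates fall short; inactive means all replicates below 60% inhibition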;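 further: 0% = neutral control wells and 100% = 4 µM acridine orange control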
# DSG3 Ab inh: inhibitors of pemphigus antibody binding to DSG3, primary screen, biochemical, bead-based, flow cytometry, scFv-GFP; Desmoglein-3 (Homo sapiens), P32926; DSG3-coupled beads, scFv-anti-DSG3-GFP binding; hits give low values; binding (percent of control), % at 10 µM; hit rate 0.48% among 310,000;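 active means binding more than 3 SD below its plate's average and above zero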;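 further: hits lower antibody fragment binding to DSG3; some compounds called inactive have numbers as strong as hits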
# NSD2 HMT inh: NSD2 histone methyltransferase inhibitors, primary screen, biochemical, AlphaScreen, single concentration, set 2; AID 743445, 2014; hit rate 0.54% among 310,000; NSD2 peptide methylation, 120 min; Histone-lysine N-methyltransferase NSD2 (Homo sapiens), O96028; inhibition, % at 12.5 µM; in the data active means inhibition above about 50%
# Target sequence (O96028 whole entry, looked up): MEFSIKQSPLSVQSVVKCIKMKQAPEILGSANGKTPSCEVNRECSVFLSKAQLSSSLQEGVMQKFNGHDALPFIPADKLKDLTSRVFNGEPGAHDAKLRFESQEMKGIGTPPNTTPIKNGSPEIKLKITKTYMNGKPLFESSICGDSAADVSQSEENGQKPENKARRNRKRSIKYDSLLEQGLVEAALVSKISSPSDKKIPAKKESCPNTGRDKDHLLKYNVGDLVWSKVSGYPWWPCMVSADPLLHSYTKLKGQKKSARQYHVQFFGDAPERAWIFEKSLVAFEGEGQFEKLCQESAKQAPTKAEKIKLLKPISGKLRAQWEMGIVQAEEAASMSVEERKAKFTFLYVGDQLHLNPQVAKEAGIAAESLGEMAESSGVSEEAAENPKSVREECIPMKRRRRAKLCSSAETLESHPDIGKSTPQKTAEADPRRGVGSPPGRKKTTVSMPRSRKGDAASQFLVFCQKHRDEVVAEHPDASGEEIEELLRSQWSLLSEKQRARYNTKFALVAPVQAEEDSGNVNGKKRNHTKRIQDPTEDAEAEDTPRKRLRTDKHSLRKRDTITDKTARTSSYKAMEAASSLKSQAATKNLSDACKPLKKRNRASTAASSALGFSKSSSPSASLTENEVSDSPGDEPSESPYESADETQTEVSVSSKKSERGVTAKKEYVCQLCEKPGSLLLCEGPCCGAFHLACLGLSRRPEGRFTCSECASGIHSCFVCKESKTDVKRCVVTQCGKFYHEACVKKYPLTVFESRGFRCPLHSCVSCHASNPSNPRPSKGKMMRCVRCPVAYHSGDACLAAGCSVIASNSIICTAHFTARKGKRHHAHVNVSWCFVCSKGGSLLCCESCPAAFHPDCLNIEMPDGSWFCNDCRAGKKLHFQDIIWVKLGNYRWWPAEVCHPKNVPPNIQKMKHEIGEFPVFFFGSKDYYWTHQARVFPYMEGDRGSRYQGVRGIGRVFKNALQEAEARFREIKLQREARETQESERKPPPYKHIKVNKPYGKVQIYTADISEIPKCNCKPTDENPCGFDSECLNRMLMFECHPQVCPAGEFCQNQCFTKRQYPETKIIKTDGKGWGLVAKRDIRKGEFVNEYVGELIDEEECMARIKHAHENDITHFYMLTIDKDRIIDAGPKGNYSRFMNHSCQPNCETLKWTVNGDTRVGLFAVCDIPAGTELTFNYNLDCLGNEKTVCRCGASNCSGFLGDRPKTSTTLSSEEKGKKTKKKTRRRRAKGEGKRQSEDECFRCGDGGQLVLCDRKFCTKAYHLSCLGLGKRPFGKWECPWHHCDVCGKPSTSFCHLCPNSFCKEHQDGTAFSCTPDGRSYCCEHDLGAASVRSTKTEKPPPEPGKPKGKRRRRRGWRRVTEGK
# CAL PDZ FP-1: CAL PDZ peptide-binding inhibitors, primary screen, biochemical, fluorescence polarization, Cer-tagged CAL PDZ, HTS; Golgi-associated PDZ and coiled-coil motif-containing protein (Homo sapiens), Q9HD26; purified CAL PDZ, TMR-peptide fluorescence polarization, 1 h; inhibition, % at 20 µM; hit rate 0.02% among 330,000; AID 504414, 2011;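 active means highest replicate inhibition of at least 40%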;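 further: plate controls were DMSO neutral control wells for no effect and unlabeled competitor peptide control wells for full effect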
#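 System: tagged CAL PDZ domain. Schedule: 1 h room-temperature incubation prior to read. Signal: fluorescence polarization (mP). Measure: percent inhibition from loss of millipolarization.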
# Keap1 Nrf2 FP: Keap1-Nrf2 protein-protein interaction inhibitors, primary screen, biochemical, fluorescence polarization, single point; Kelch-like ECH-associated protein 1 (Homo sapiens), Q14145; Keap1 Kelch-Nrf2 peptide fluorescence polarization, 1536-well; inhibition, % at 9.4 µM; hit rate 0.15% among 340,000; in the data active means inhibition above about 12%;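 further: human Keap1 Kelch domain with fluorescein labeled Nrf2 9mer peptide probe; 0% = neutral control wells and 100% = peptide positive control; higher means more block of Keap1 binding to Nrf2 peptide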
# V-ATPase pH: regulators of yeast V-ATPase proton pumping, primary screen, pHLuorin cytosolic pH fluorescence; S. cerevisiae; response, % at 10 µM; hit rate 0.37% among 350,000; AID 504577, 2011; in the data active means response mostly above about 7.3%, no sharp cut-off; inactive means mostly below about 5.4%; further: actives read high; inactives centre near 0; some compounds called inactive have numbers as strong as hits; reference of the scale not given here
# CAL PDZ FP-2: untagged CAL PDZ binding inhibitors, primary screen, biochemical, fluorescence polarization, HTS. Golgi-associated PDZ and coiled-coil motif-containing protein (Homo sapiens), Q9HD26. purified CAL PDZ, TMR-peptide fluorescence polarization, 1 h. inhibition, % at 24.9 µM. hit rate 0.92% among 300,000. AID 602252, 2012;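 active means mean inhibition of at least 30% with at least half of replicates also reaching 30%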;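 further: 0% = DMSO neutral control and 100% = excess unlabeled competitor peptide PRC23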
# Arrestin-AP2 inh: inhibitors of beta-arrestin/AP2 binding, primary screen, biochemical, GPCR trafficking, flow cytometry | beta-arrestin 1 C-terminal peptide binding to AP2 beta2-adaptin appendage (human) | FITC-arrestin peptide / GST-AP2 beads; AP2 beta2 appendage carries R879A mutation | inhibition, % at 10 µM | hit rate 0.31% among 340,000;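 active means inhibition above a set limit, near 3 SD of compounds lacking own fluorescence, cut at about 54% in these data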;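 further: plate controls were DMSO wells for no effect and 5 µM unlabelled arrestin peptide for full effect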
#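 System: GST-AP2 R879A bound to glutathione beads, E. coli-expressed. Also added: 50 nM FITC-arrestin peptide. Schedule: compound with beads 12 min RT, then probe 1 h RT. Signal: bead flow cytometry, FITC channel. Read-out basis: percent response.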
# DAGLB inh: DAGLB lipase inhibitors, primary screen, biochemical, fluorescence, HTS. Diacylglycerol lipase-beta (Homo sapiens), Q8NCG7. HEK293T DAGLB membrane lysate, EnzChek fluorogenic substrate. inhibition, % at 5.17 µM. hit rate 0.059% among 340,000. AID 504411, 2011; in the data active means inhibition above about 34%;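 further: 0% = enzyme with vehicle and 100% = wells lacking enzyme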
# Active calls of the source: *; x = no result given. A portion of the library; rates above refer to the full screens.
Cardiac RTF inh	LANA DNA inh	DSG3 Ab inh	NSD2 HMT inh	CAL PDZ FP-1	Keap1 Nrf2 FP	V-ATPase pH	CAL PDZ FP-2	Arrestin-AP2 inh	DAGLB inh	SMILES
-4	-1.4	x	2	-0.1	3	-5	-6	-9	7	COc1ccc(CN(C)S(=O)(=O)c2nnc(NC(=O)c3cccc(F)c3)s2)cc1
-7	-1.5	x	-1	0.8	-2	-3	5	0	-3	O=C(CSc1nnc(C2CC2)n1C1CC1)c1cccs1
-18	0.1	103	-1	0.1	-1	-4	-2	9	-1	Cc1cc(C(=O)CSc2nnc(-c3ccc(F)cc3)o2)c(C)n1CC1CCCO1 (centres undefined)
14	0.9	124	0	0.6	4	-1	-4	-7	1	O=C(/C(=C\c1ccccc1)c1nc2ccccc2[nH]1)c1ccc(Cl)cc1
2	-1.8	104	-4	-2.8	-5	-4	0	24	-2	CC(=O)c1ccc(OCCCC(=O)Nc2cc(Cl)ccc2-n2cncn2)cc1
-2	-0.9	107	-3	-3.7	-3	-1	x	-14	-1	Cc1ccc(S(=O)(=O)N2CCC3(CC2)OCCO3)s1
-5	0.7	86	2	-2.8	-1	-5	-3	-11	14	CCOC(=O)c1ccc(-n2c(O)c(/C=N/NC(=O)C3COc4ccccc4O3)c3ccccc3c2=O)cc1 (centres undefined)
-12	-0.6	x	-1	-1.7	-4	3	2	-9	0	CCn1c(SCC(=O)N(C)CC(=O)Nc2ccc(F)c(F)c2F)nnc1-c1ccco1
-6	-1.0	102	-1	-2.1	1	0	x	20	0	COc1ccc(N2CCN(C(CNC(=O)C(=O)NCC(OC)OC)c3ccco3)CC2)cc1 (centres undefined)
-5	-3.6	104	1	-3.0	1	0	x	-9	0	CC1CCCC(C)N1C(=O)COC(=O)CNC(=O)c1sc2ccccc2c1Cl (centres undefined)
-7	0.9	95	-3	-6.8	-2	-2	-3	-21	-2	Cc1nc(NN)nc(NCc2ccccc2)n1
-10	0.1	100	x	-0.2	-4	-9	0	0	0	CC(C)CC1Nc2ncnc(N3CCN(c4ccccc4)CC3)c2N(Cc2ccc(Br)cc2)C1=O (centres undefined)
-21	1.9	107	-3	-0.6	-3	4	-4	1	2	CCC(=O)N1CCc2cc(S(=O)(=O)NCCCN(CC)Cc3ccccc3)ccc21
-10	-0.4	92	-1	0.2	0	0	-2	1	-6	O=C(COC(=O)c1cc(Br)ccc1O)Nc1ccc2c(c1)OCO2
-9	-1.0	122	1	-0.7	3	-4	x	12	2	CCC1CCCCN1CCNS(=O)(=O)c1ccc2c(c1)CCN2C(C)=O (centres undefined)
-1	-1.7	101	0	0.3	4	-3	-4	-4	1	N#Cc1ccc(C(=O)OCc2cccc(S(=O)(=O)N3CCOCC3)c2)cc1
5	-0.7	121	3	-0.2	-1	2	0	-1	-1	Cc1ccc(C)c(OCC(=O)Nc2nc3ccc([N+](=O)[O-])cc3s2)c1
-20	-0.8	x	-3	-1.3	1	4	-1	8	4	Cc1ccc(-n2c(C)cc(/C=C3/C(=N)N4C(c5ccccc5)=CSC4=NC3=O)c2C)cc1
-1	1.1	x	-2	0.3	1	-1	2	2	3	CC1Cc2ccccc2N1CC(=O)c1c(N)n(Cc2ccccc2)c(=O)n(C)c1=O (centres undefined)
-1	-0.2	x	0	-1.4	3	2	x	-1	-1	C=CCNC(=O)c1ccc(C2SCC(=O)N2Cc2ccccc2)cc1 (centres undefined)
-1	-0.3	99	9	-1.7	-1	2	3	25	-8	C=C(C)C1CC=C(C)/C(=N/NC(=O)COc2ccccc2C)C1 (centres undefined)
1	-1.6	x	-2	-1.1	1	0	4	17	-1	CCOC(=O)c1[nH]c2ccccc2c1NC(=O)CCN1CC(C)OC(C)C1 (centres undefined)
2	-0.2	90	-1	-0.1	-1	-2	x	-11	-2	Cc1noc(C)c1C(=O)OCC(=O)NCc1ccc(Cl)cc1
7	5.1	105	x	0.6	1	-3	-1	16	-3	CCN(CC)C(=O)c1nc[nH]c1C(=O)N1CCN(C(=O)OC(C)(C)C)CC1
-5	0.6	89	-1	1.1	-4	4	0	14	-3	COc1coc(/C=C/C(=O)O)cc1=O
-1	-0.7	104	2	-1.1	-4	0	0	2	-1	CCN(C(=O)COC(=O)c1n[nH]c2ccccc12)c1ccccc1
-4	-0.8	110	-4	1.8	-2	0	x	-2	-1	CS(=O)(=O)N(CC(=O)N1CCOCC1)c1ccccc1
1	-3.1	94	1	0.7	-4	-2	-3	-12	-6	COc1ccc(C(=O)N[C@H](C(=O)NCCc2ccc3c(c2)OCCO3)C(C)C)cc1
-4	-2.4	100	5	-0.7	-5	-1	x	-55	1	COc1ccc(C(=O)NC(=S)N2CCN(c3ccccc3OC)CC2)cc1OC
-5	5.6	113	-1	0.2	-3	-2	-3	0	-7	c1ccc(CC(Cc2ccccc2)c2ccccn2)cc1
7	0.9	x	23	-1.2	-1	0	-7	13	-2	COc1ccc(CCC(=O)OCC(=O)Nc2ccccc2)cc1
3	-0.5	99	2	-0.2	-5	0	x	12	0	Cc1cc2c(=O)n(C)c(SCC(=O)NCC3CCCO3)nc2s1 (centres undefined)
-11	0.5	96	2	1.8	-3	-2	-3	-2	0	CC1=C(C(=O)OCc2ccc([N+](=O)[O-])cc2)N2C(=O)C(NC(=O)Cc3ccccc3)C2SC1 (centres undefined)
x	x	106	0	x	x	0	x	5	x	O=C(NCc1nc2ccccc2[nH]1)c1ccccc1F
8	2.4	93	-2	0.5	-1	-2	0	-9	-1	COC(=O)C(NC(=O)c1ccc(F)cc1)(Nc1nc(C)cs1)C(F)(F)F (centres undefined)
-2	-0.1	106	-2	-0.8	-3	-3	-4	-4	1	COc1ccc(-c2[nH]ncc2C=O)cc1OC
-2	-2.1	95	4	0.4	-3	1	-2	-3	-3	O=c1c2ccccc2nc(-c2ccccc2)n1CCCn1ccnc1
-3	0.9	101	0	-3.3	-2	1	-1	-12	-1	O=C(NCC1CCCO1)c1cccc(N2C(=O)C3C4C=CC(C4)C3C2=O)c1 (centres undefined)
-11	-1.8	105	27	-2.1	-11	-2	-2	6	1	CCN1CC2=C(OC(N)=C(C#N)C2c2cccs2)/C(=C\c2cccs2)C1 (centres undefined)
5	2.1	105	x	-0.9	-5	2	x	5	0	CCOc1cc2c(cc1OCC)C(c1ccc(O)c(OC)c1)NCC2 (centres undefined)
-22	1.1	110	-15	-1.8	-3	1	-4	5	-7	Cc1ccc(NC(=O)Nc2ccc(F)cc2)cc1Cl
1	-3.0	102	2	-2.7	2	0	0	13	1	Cc1ccccc1NC(=S)NCc1cccn1C
-5	-1.1	103	-2	-0.4	1	0	-2	25	-1	O=C(Nc1ccnn1C1CCN(C(=O)c2cnsn2)CC1)c1cccc(F)c1
-14	-1.4	110	2	-0.3	-5	1	-2	-6	0	Cc1ccc(CNC(=O)/C=C/c2ccc(S(=O)(=O)NCc3ccco3)cc2)cc1
4	1.4	94	6	-1.0	3	-4	1	34	-3	Cc1cc(C2C(C#N)=C(N)OC3=C2C(=O)CCC3)c(C)s1 (centres undefined)
0	-6.7	97	0	3.6	5	3	-1	57*	-1	Cc1ccc(-c2nn(-c3ccccc3)cc2C(=O)N2CCN(c3ccccn3)CC2)cc1
x	x	108	1	x	x	1	x	x	-1	CCOC(=O)c1c(C)[nH]c(C(=O)OCc2nc3ccsc3c(=O)[nH]2)c1C
-7	-1.0	101	-9	-0.1	1	-6	x	-1	3	COc1ccc(N2CC(NS(=O)(=O)c3cccnc3)CC2=O)cc1 (centres undefined)
-1	-0.1	98	-1	-4.0	-5	0	-3	-1	-10	CCc1ccc(NC(=O)Nc2ccsc2C(=O)OC)cc1
-2	1.7	76	-1	-0.1	-2	3	x	-12	-1	Cc1cc(C(=O)O)cc(Br)c1N
8	-0.3	95	2	-4.3	-3	0	-4	-1	-1	COc1ccc(-n2nc(C(=O)NCC(=O)N3CCCCCC3)c3ccccc3c2=O)cc1OC
-3	1.0	98	-1	-2.0	-3	4	-3	-10	0	CCN(C1CCS(=O)(=O)C1)S(=O)(=O)c1ccc(Cl)s1 (centres undefined)
1	-1.1	121	-1	-1.3	0	-3	7	1	-2	Cc1ccc(C(C)C)c(OCC(=O)NN2C(=O)c3ccccc3C2=O)c1
3	1.4	124	7	-0.6	-5	3	-3	3	-1	CCN1CCN(C(=O)c2cc(-c3cccnc3)nc3ccc(Br)cc23)CC1
-2	1.0	119	-1	-3.5	2	1	-1	1	0	CCC(C)N(C(=O)c1csnn1)C(C(=O)NC1CCCC1)c1ccc(F)cc1 (centres undefined)
-8	-2.0	109	-2	-0.3	-4	-2	3	-4	1	OC1COC(OCc2ccccc2)C(O)C1O (centres undefined)
-13	-2.2	103	x	0.0	-3	4	-3	3	0	COC(C[C@H](O)C[C@H](O)[C@@H](C)OCc1ccccc1)OC
12	1.9	105	-2	-1.1	1	0	1	18	0	O=C1CN(C(=O)COC(=O)CNC(=O)c2ccc(Cl)cc2)c2ccccc2N1
0	-0.1	106	9	-1.6	-2	2	4	-6	1	O=C(NCCN1CCCC1)c1ccc2c(c1)N(Cc1ccccc1)C(=O)c1ccccc1S2(=O)=O
-3	-0.5	101	3	-4.0	-2	-4	-2	20	-3	Cc1cc(C)c(C)c(S(=O)(=O)N2CCCN(C)CC2)c1C
-5	-2.3	98	-1	0.0	-2	-3	0	14	1	Nc1cc(=O)nc(SCC(=O)Nc2ccccc2Cl)n1-c1ccccc1

# 3 compounds out of the list, ordered by number of heavy atoms, smallest number first.
Cardiac RTF inh	LANA DNA inh	DSG3 Ab inh	NSD2 HMT inh	CAL PDZ FP-1	Keap1 Nrf2 FP	V-ATPase pH	CAL PDZ FP-2	Arrestin-AP2 inh	DAGLB inh	SMILES
-5	-1.1	103	-2	-0.4	1	0	-2	25	-1	O=C(Nc1ccnn1C1CCN(C(=O)c2cnsn2)CC1)c1cccc(F)c1
-14	-1.4	110	2	-0.3	-5	1	-2	-6	0	Cc1ccc(CNC(=O)/C=C/c2ccc(S(=O)(=O)NCc3ccco3)cc2)cc1
0	-0.1	106	9	-1.6	-2	2	4	-6	1	O=C(NCCN1CCCC1)c1ccc2c(c1)N(Cc1ccccc1)C(=O)c1ccccc1S2(=O)=O
